Screens as filed in PubChem BioAssay.
M5 ag: agonists of human muscarinic M5 receptor (CHRM5); AID 624037; P08912; 360,000 tested, 0.19% active; CHO-K1 hM5 cells, Fluo-8 calcium fluorescence; 0% DMSO wells, 100% maximal acetylcholine response; activation, % at 3 µM;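 active = activation above the run's mean over test compounds plus 3 SD, cut at about 23% in these data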;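 also: signal is peak over basal fluorescence ratio across the kinetic read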
Target sequence (P08912 whole entry, looked up): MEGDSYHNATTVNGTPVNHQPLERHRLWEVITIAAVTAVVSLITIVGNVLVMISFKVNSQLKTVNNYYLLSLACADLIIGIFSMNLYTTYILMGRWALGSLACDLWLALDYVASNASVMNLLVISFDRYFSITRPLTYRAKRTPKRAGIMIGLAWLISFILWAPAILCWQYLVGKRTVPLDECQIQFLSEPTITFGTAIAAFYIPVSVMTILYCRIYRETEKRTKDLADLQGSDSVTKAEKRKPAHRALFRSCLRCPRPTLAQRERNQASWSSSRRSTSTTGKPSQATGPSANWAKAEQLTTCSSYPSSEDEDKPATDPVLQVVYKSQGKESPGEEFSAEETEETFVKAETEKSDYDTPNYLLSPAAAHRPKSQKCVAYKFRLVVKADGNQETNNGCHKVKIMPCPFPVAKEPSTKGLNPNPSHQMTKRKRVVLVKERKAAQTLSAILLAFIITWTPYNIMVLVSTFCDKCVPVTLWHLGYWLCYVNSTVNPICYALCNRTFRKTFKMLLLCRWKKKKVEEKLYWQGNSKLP
CRFR2-BP antag: blocks CRF-induced signaling of the CRF-BP/CRF-R2 complex; HEK293 CRF-R2/CRF-BP, CRF-induced calcium fluorescence; inhibition, % at 11.8 µM; 350,000 tested, 0.59% active;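 active = inhibition of the ligand-induced calcium signal above about 50% at the single tested concentration, limit read from the data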
CRFR2-BP ag: CRF-BP/CRF-R2 complex agonism; HEK293 CRF-R2/CRF-BP, calcium dye fluorescence (FLIPR); percent of saturating CRF peptide response; activation, % at 13.2 µM; 350,000 tested, 0.46% active;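 active = activation of at least 50%, plus an integration ratio under a set limit after plate pattern correction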;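 also: plate controls were neutral control wells without compound for no effect and CRF at EC100 for full effect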
CHRM5 PAM: potentiates acetylcholine response at human M5 receptor. P08912. CHO-K1 hM5, Fluo-8 calcium, ACh EC20 PAM; 0% = ACh EC20, 100% = ACh EC100. activation, % at 3 µM. 360,000 tested, 0.3% active;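 active = activation above the run cutoff, the mean activation of all test compounds plus 3 SD, cut at about 18% in these data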
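Assay system: CHO-K1 hM5 cells / Incubation: Fluo-8 loading 80 min at 37 °C plus 30 min room temperature / Technique: Fluo-8 calcium dye fluorescence, kinetic read / Repeats: single replicate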
M4 antag: antagonists of human muscarinic M4 receptor (CHRM4) | P08173 | CHO-hM4 cells, ACh EC80, Fluo-8 calcium fluorescence | inhibition, % at 3 µM | 360,000 tested, 0.73% active;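 active = inhibition above its plate's cutoff, the mean inhibition of sample wells plus 3 SD, cut at about 27% in these data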;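 also: 0% = acetylcholine EC80 with DMSO and 100% = DMSO without agonist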
M4 ag: agonists of human muscarinic M4 receptor (CHRM4). P08173. CHO-K1 hM4/Gqi5, Fluo-8 calcium fluorescence; vehicle 0%, full acetylcholine response 100%. activation, % at 3 µM. 360,000 tested, 0.14% active. AID 624127;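 active = activation above the run mean over all test wells plus 3 SD, cut at about 32% in these data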;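 also: peak over basal fluorescence ratio per well then scaled between controls; 0% = DMSO wells and 100% = acetylcholine at EC100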
M4 PAM: CHRM4 positive allosteric modulation; activation, % at 3 µM; CHO-K1 hM4/Gqi5, Fluo-8 calcium fluorescence, ACh EC20; 0% = ACh EC20, 100% = maximal ACh; 360,000 tested, 0.4% active;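 active = activation above its plate's cutoff, the mean activation of sample wells plus 3 SD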; also: some results filed as inactive read as strong as hits
M5 antag: CHRM5 antagonism in calcium assay; CHO-hM5 cells, Fluo-8 calcium fluorescence, ACh EC80; inhibition, % at 3 µM; 360,000 tested, 0.59% active; AID 624040;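 active = inhibition above a per-plate cutoff, the mean of that plate's test compounds plus 3 SD, cut at about 27% in these data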;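 also: 0% = acetylcholine EC80 with DMSO and 100% = DMSO without agonist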
CHRM1 PAM: positive allosteric modulators of human M1 muscarinic receptor. P11229. CHO-K1 hM1, Fluo-8 calcium fluorescence, ACh EC20; 0% = ACh EC20, 100% = maximal ACh. activation, % at 3 µM. 360,000 tested, 0.088% active. AID 588819; in the data active = activation above about 19%, passing the limit was not always enough
Target sequence (P11229 whole entry, looked up): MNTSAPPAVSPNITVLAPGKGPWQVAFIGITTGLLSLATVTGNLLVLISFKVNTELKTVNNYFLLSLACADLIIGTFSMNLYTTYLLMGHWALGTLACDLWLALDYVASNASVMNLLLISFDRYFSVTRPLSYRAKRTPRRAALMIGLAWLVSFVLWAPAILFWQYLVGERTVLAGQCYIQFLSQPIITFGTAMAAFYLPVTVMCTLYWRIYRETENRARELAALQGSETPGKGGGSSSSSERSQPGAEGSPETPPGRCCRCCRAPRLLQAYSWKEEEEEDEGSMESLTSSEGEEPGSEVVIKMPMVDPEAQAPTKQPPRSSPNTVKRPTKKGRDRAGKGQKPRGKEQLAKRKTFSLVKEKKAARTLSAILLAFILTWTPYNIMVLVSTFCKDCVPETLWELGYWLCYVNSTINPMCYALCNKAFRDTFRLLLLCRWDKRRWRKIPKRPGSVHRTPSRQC
Numbers without * were called inactive; nt = not tested or not shown; + = active, no number. Not a hit list (roughly 2.6% active in at least one column).

SMILES	M5 ag	CRFR2-BP antag	CRFR2-BP ag	CHRM5 PAM	M4 antag	M4 ag	M4 PAM	M5 antag	CHRM1 PAM
CC(CC(=O)O)CC(=O)Nc1cc(C(F)(F)F)cc(C(F)(F)F)c1 (stereo not given)	-1	4	-1.3	7	8	0	-1	-4	4
CCN(CC)S(=O)(=O)c1ccc2c(c1)c(=O)c(C(=O)NCCc1ccccc1)cn2C	-2	-12	5.1	0	-15	2	5	1	6
COc1cccc(CNC(=O)c2ccc(C3SCCS3)cc2)c1	-3	15	-1.1	-5	-1	3	-5	10	2
Cc1ccc(C(=O)Cn2nnc(-c3ccccc3-n3cnnn3)n2)cc1	0	10	-1.1	0	2	2	1	-3	6
CCN(CC)C(=O)c1sc(NC(=O)c2ccncc2)c(C(=O)OC)c1C	-2	15	0.0	-2	4	1	-8	5	0
CCN1C(=O)/C(=C2/C=CC=CN2C)SC1=S	-14	5	-2.0	-10	7	0	-10	0	-7
O=C(CCCn1nnc2ccccc2c1=O)N[C@H](C(=O)O)c1ccccc1	-5	1	1.4	4	-4	1	14	-2	4
COc1ccc2nc(SCC(=O)c3c(N)n(C4CC4)c(=O)[nH]c3=O)[nH]c2c1	0	1	-1.1	0	5	1	4	3	13
COc1ccc(C(=O)CNc2ccccc2C#N)cc1	-2	-3	0.2	-4	-2	3	5	8	1
COc1ccccc1NC(=S)N1CCN(c2ccc(F)cc2)CC1	-4	6	-6.0	9	-4	2	2	2	10
CN(C)C(CNC(=O)C1CCN(S(=O)(=O)c2cccc(Cl)c2Cl)CC1)c1ccccc1 (stereo not given)	-6	-7	2.0	-3	2	4	-5	1	-17
CN1CC(=O)N(CC(=O)Nc2ccc3c(c2)CCC3)C1=O	-2	1	0.1	0	0	3	7	9	5
O=C(COC(=O)c1cc(Br)ccc1Cl)NC1CC1	0	12	0.1	1	5	0	9	-2	15
CCOc1ccc(S(=O)(=O)N(CC)CC(=O)N2CCOCC2)cc1C	-3	10	-0.2	-4	-3	0	6	16	12
Cc1ccc(Nc2nc(=O)c3cccnc3s2)cc1	-2	15	-1.6	0	-1	-1	2	6	17
Cc1c(NC(=O)c2coc(=O)c(Br)c2)c(=O)n(-c2ccccc2)n1C	0	-19	-1.2	1	-3	1	3	0	4
Cc1ccc(C)c(COC(=O)CCN=C2NS(=O)(=O)c3ccccc32)c1	1	-4	-1.2	2	-4	3	6	1	-1
COc1cc2[nH]c(=S)n(Cc3ccc(F)cc3)c(=O)c2cc1OC	0	8	3.4	-3	2	2	7	12	7
O=C(Nc1ccc(Cl)c(C(F)(F)F)c1)[C@@H]1CC=C[C@@H]2CCN(C3CCCCC3)C(=O)[C@@H]21	1	-18	-1.0	14	0	0	13	-9	9
COc1ccc(OC)c(NC(=O)C(=O)c2cn(CC(=O)N3CCCC3)c3ccccc23)c1	1	-14	1.0	-7	2	3	3	9	12
COc1cc(C(=O)Nc2nc(OC)c(-c3ccccc3)c(OC)n2)cc(OC)c1OC	1	21	-0.2	-13	14	13	-9	17	-12
COc1ccc(S(=O)(=O)N2CCC(C(=O)NC3CCCCC3)CC2)cc1C	-3	3	-1.5	8	9	1	3	-4	6
COc1ccc2c(c1)Cc1sc(NC(C)=O)nc1-2	-3	-14	-3.6	1	-5	-1	7	0	8
O=C(c1ccc(CS(=O)Cc2cccc(Cl)c2)o1)N1CCN(C2CCCCC2)CC1 (stereo not given)	-6	-3	-0.7	-4	-6	2	-5	11	-5

The last four compounds of the section before lead into the next.
SMILES	M5 ag	CRFR2-BP antag	CRFR2-BP ag	CHRM5 PAM	M4 antag	M4 ag	M4 PAM	M5 antag	CHRM1 PAM
COc1cc(C(=O)Nc2nc(OC)c(-c3ccccc3)c(OC)n2)cc(OC)c1OC	1	21	-0.2	-13	14	13	-9	17	-12
COc1ccc(S(=O)(=O)N2CCC(C(=O)NC3CCCCC3)CC2)cc1C	-3	3	-1.5	8	9	1	3	-4	6
COc1ccc2c(c1)Cc1sc(NC(C)=O)nc1-2	-3	-14	-3.6	1	-5	-1	7	0	8
O=C(c1ccc(CS(=O)Cc2cccc(Cl)c2)o1)N1CCN(C2CCCCC2)CC1 (stereo not given)	-6	-3	-0.7	-4	-6	2	-5	11	-5
COc1ccc(NC(=O)CC2C(=O)N(c3ccc(Cl)cc3)C(=S)N2CCc2ccncc2)cc1 (stereo not given)	1	-19	0.6	0	0	14	-5	3	2
CCN1CCN(c2ncnc3c2nnn3Cc2ccccc2)CC1	-10	-8	0.7	-7	-6	2	2	2	4
Cn1c(=O)[nH]c(=O)c2c1nc(CN1CCN(c3ccccc3F)CC1)n2CC(N)=O	2	-1	1.8	-1	-11	1	3	-1	9
CCNC(=O)N1CCC(c2nc3ccccc3s2)CC1	-3	-15	3.1	7	-16	2	1	-1	11
Cc1ccc2c(c1)-c1c(cnn1CC(=O)Nc1ccccc1N1CCN(C)CC1)CO2	0	-15	-0.7	-5	-2	3	0	4	4
Cc1ccc(S(=O)(=O)Nc2cc(C(=O)N3CCOCC3)ccc2N2CCCCC2)cc1	-5	6	-1.5	-1	3	0	-7	0	3
O=C(Cc1cccc(NC(=O)C2CCCN(C(=O)C3CCC3)C2)c1)Nc1ccc(C(=O)N2CCCCC2)cc1 (stereo not given)	-1	-6	2.9	3	-15	0	8	-10	13
O=C(O)c1cccc(CN2C(=O)SC(Nc3cccc4ccccc34)C2=O)c1 (stereo not given)	-2	3	-0.5	-2	7	0	0	7	4
O=C1Nc2ccc([N+](=O)[O-])cc2OC1CCN1CCCC1 (stereo not given)	-1	-2	-1.1	-5	1	2	-6	14	10
CCCCSc1nnc([C@@H]2CCCN2C(=O)OC(C)(C)C)o1	-5	-6	-1.2	-5	-5	0	12	-13	9
C(=N\Nc1ccc2ccccc2n1)/c1ccc2c(c1)OCCO2	-4	-21	-3.4	2	-7	1	-3	2	3
c1ccc(-n2nnnc2SCc2cccc3nsnc23)cc1	-5	15	-0.8	-5	8	0	-2	2	1

Part of the list above, showing only CHRM1 PAM, M4 antag and CHRM5 PAM.
SMILES | CHRM1 PAM | M4 antag | CHRM5 PAM
COc1ccc(S(=O)(=O)N2CCC(C(=O)NC3CCCCC3)CC2)cc1C | 6 | 9 | 8
COc1ccc2c(c1)Cc1sc(NC(C)=O)nc1-2 | 8 | -5 | 1

(list continues)
SMILES	M5 ag	CRFR2-BP antag	CRFR2-BP ag	CHRM5 PAM	M4 antag	M4 ag	M4 PAM	M5 antag	CHRM1 PAM
COc1ccc(-n2c(N)c(C(=O)Nc3c(C)n(C)n(-c4ccccc4)c3=O)c3nc4ccccc4nc32)cc1	-1	3	0.5	-4	3	2	-3	8	2
COc1ccc(Br)cc1/C=N/NC(=O)c1cc(OC)c(OC)c(OC)c1	1	4	-2.3	-6	-19	9	5	-1	3
Cc1cc(C(=O)Nc2sc3c(c2C#N)CCCC3)no1	1	5	-0.3	-1	-5	2	5	0	3
O=C(CSc1ccccn1)Nc1nc2c(ccc3ccccc32)s1	-7	-3	5.8	-8	-6	6	-7	4	-7
Cc1cccc(OCC(=O)NCCCNC(=O)c2ccncc2)c1	-4	12	-1.6	-2	1	2	-1	6	2
O=C(Cc1ccc(F)cc1)OCC(=O)N1CCN(S(=O)(=O)c2ccc(Cl)cc2)CC1	4	-5	2.9	-2	-5	8	4	-4	7
Cc1ccc2c(c1)cc1c(=O)n(CC(=O)N3CCCC3)nc(C)n12	-2	-5	-3.0	0	-3	1	4	-4	4
CCN(CC)C(=O)COc1ccc2c(-c3ccccc3)cc(=O)oc2c1	-2	5	-1.3	-5	-1	2	-4	6	6
CC(=O)Oc1ccc2c3c(c(=O)oc2c1C)CCCC3	0	-13	11	6	0	1	-1	-7	-6
COc1cc(-c2cnc3c(NC(C)=O)cc(-c4ccccc4CN(C)C)cn23)cc(OC)c1OC	-3	nt	nt	1	-3	0	4	-1	5
CC(=O)/C=C1/SC(CC(=O)O)C(=O)N1c1ccccc1 (stereo not given)	-2	11	0.8	-3	-11	0	10	2	7
Nc1nccnc1C(=O)OCC(=O)C12CC3CC(CC(C3)C1)C2	6	-14	0.5	5	-1	0	4	2	-7
CCCN(CC(=O)Nc1ccccc1OC)C(=O)c1ccc(=O)[nH]c1	-2	-6	0.2	1	-12	1	9	-7	13
COc1ccc(CCN=CC2=C(O)CC(C)(C)CC2=O)cc1	-4	0	-0.4	-5	10	2	-2	7	10
CCOC(=O)NC(CC(=O)O)c1ccc(OC)cc1 (stereo not given)	-2	4	-0.3	1	5	0	3	-6	10
CCOC(=O)C1=CN(Cc2ccco2)S(=O)(=O)N(C)C1c1ccc(C(F)(F)F)cc1 (stereo not given)	0	-1	0.8	-1	-14	-2	-4	-3	1
COc1cccc(-c2cc(C(=O)N3CCOCC3)no2)c1	-3	5	0.0	-3	-3	2	-1	1	10
COC(=O)C1=C(C)N(c2ccc(F)cc2)/C(=C/c2ccc(O)cc2)C1=O	-3	-23	-0.2	-4	-4	2	8	-1	14
CCOC(=O)c1c(NC(=O)COC(=O)c2ccccn2)sc2c1CCC2	-3	-11	0.4	5	2	0	-1	-2	8
COc1ccc(S(=O)(=O)N2CCCC2C(=O)Nc2nccs2)cc1 (stereo not given)	0	8	1.6	-3	1	1	-3	-13	2
C/C(=N\N(C)C)c1ccc(OCCOc2ccc([N+](=O)[O-])cc2)cc1	-2	11	-0.5	-4	5	3	-6	6	-1
CN(C)/C=C1\NC(=S)N(c2ccccc2)C1=O	-1	-9	1.1	4	4	2	5	9	10
Clc1ccc(OCc2nnc3n2CCCCC3)c(Cl)c1	3	4	-1.2	-4	0	0	-9	4	5
CCOc1ccccc1C(=O)N[C@H](C(=O)OCc1cc(=O)oc2cc(C)ccc12)C(C)C	-1	16	0.8	-12	-6	0	8	14	0
COc1ccc(CN(CCC#N)C(=S)NC(=O)c2ccccc2)cc1	-2	6	-0.3	5	0	0	4	-3	2
CCCCNC(=O)C1(C)CCCCN1CC(=O)c1ccc(OC)cc1 (stereo not given)	-1	nt	nt	-3	-13	0	1	3	1
O=C1Nc2ccccc2C(=O)N2C[C@@H](O)C[C@H]12	-2	14	0.5	0	3	1	6	-1	9
Cc1cc(C(F)(F)F)nn1CCCNC(=O)c1cnccn1	0	20	6.2	-1	10	0	-2	-2	-3
COC(=O)C1=C(\O)CCCC/C=C\1C(=O)O	3	10	1.5	-1	-1	0	3	11	12
COc1ccc(-c2n[nH]c(=S)n2-c2ccc(C)cc2)cc1OC	4	-2	0.2	0	-3	0	1	2	5
COc1ccc(-c2nn(C)c3sc(C(=O)NCCN(C)C)cc23)cc1OC	0	12	0.0	3	3	0	2	5	9
CC(=O)Oc1ccc2c(c1)Oc1cc(OC(C)=O)ccc1C21OC(=O)c2ccccc21	+	-341	368*	-21	101*	865*	-17	102*	-29
CC1(C)OC(=O)C2=C(C[C@@H](C3CC3)O[C@H]2CCc2cccc(Cl)c2)O1	2	nt	nt	-1	-10	-1	3	3	nt
COc1ccc(-c2ccc3nnc(SCC(N)=O)n3n2)cc1	-2	-10	0.1	-2	-5	0	5	6	2
CCOc1c2ccc(C(=O)NCCCCc3ccccc3)cc2nn1C	-2	9	-0.6	2	0	0	-1	8	-4
NC(=O)C1=C[C@@H](c2ccccc2)C[C@@H](OCc2ccc(CO)cc2)O1	3	6	-0.1	-2	8	2	3	9	-4
CNC(=S)NCCc1ccc(OC)cc1	-2	11	1.3	4	0	1	4	2	8
CN1C(=S)SC(/[N+]([O-])=C/c2ccc(Cl)cc2)C1(C)C (stereo not given)	-4	-9	-0.6	2	-3	0	-8	11	2
